# Screens as filed in PubChem.
# HIV peptide binding = inhibitors of HIV fusion peptide binding, primary screen, biochemical, uHTS, fluorescence dequenching (AID 1986) | cell-free peptide binding, fluorescence dequenching, 30 min; higher % means a stronger effect | inhibition, % at 20 µM, or IC50 in µM where a hit was titrated | 0.3% of 290,000 active; in the data active means inhibition mostly above about 52%, no sharp cut-off; inactive means mostly below about 76%; further: some results filed as inactive read as strong as hits
# Rac1 GTP hydrolysis = MgcRacGAP GTPase-activating activity inhibitors, confirmation, biochemical, ADP Hunter fluorescence; Rac GTPase-activating protein 1 (Homo sapiens); MgcRacGAP-stimulated Rac1 GTP hydrolysis, ADP Hunter fluorescence; higher % means a stronger effect; GST-tagged Rac1 F28L mutant substrate; inhibition, % at 30 µM; hits with a dose series show IC50 in µM; 0.6% of 340,000 active; AID 624330, 2012;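 active means first-screen hits whose inhibition reached a set limit at any dose in the follow-up dose series; inconclusive means inhibition above the set first-screen limit but never retested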;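 further: fluorescence reports GDP produced by GAP-driven GTP hydrolysis; strong numbers were not always called active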
# Siah-1 displacement = Siah-1 peptide-binding antagonists, primary screen, biochemical, fluorescence polarization, rhodamine-plectin, uHTS (AID 1817); E3 ubiquitin-protein ligase SIAH1 (Homo sapiens); Siah-1 / rhodamine-plectin peptide fluorescence polarization; higher % means a stronger effect; displacement, % at 20 µM; hits with a dose series show IC50 in µM; 0.02% of 290,000 active;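 active means displacement of at least 50% at 20 µM, with a fluorescence ratio check between 0.3 and a set limit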;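 further: plate controls were Siah plus tracer with DMSO for no effect and tracer alone without Siah for full effect; strong numbers were not always called active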
# RSV antiviral HEp-2 = RSV antiviral activity via CPE protection, HEp-2 cells, primary 10 µM value included (AID 2391) | 0.13% of 310,000 active | HEp-2 cells, RSV-induced CPE inhibition; higher % means a stronger effect | one-dose CPE inhibition, % at 10 µM; IC50 in µM for titrated hits; in the data active means a potency from the dose series; inconclusive means CPE inhibition mostly from about 23% at the one dose, without a potency; inactive means the rest, 99 in 100 with CPE inhibition below about 21%; further: strong numbers were not always called active
# AID2073 = inhibitors of Mint1-CaV2.2 protein interaction, biochemical, HTRF (AID 2073) | Voltage-dependent N-type calcium channel subunit alpha-1B (Homo sapiens) | HTRF protein-protein interaction, Mint1-CaV2.2; higher % means a stronger effect | inhibition, % at 20 µM; hits with a dose series show IC50 in µM | 0.19% of 290,000 active; in the data active means inhibition mostly above about 51%, no sharp cut-off; inconclusive means no clear call, values can overlap the other calls; inactive means mostly below about 53%; further: some results filed as inactive read as strong as hits
# XIAP antagonists = XIAP antagonists, biochemical, IAP family, fluorescence polarization (AID 1018) | E3 ubiquitin-protein ligase XIAP (Homo sapiens) | XIAP BIR domain, fluorescence polarization peptide displacement; higher % means a stronger effect | displacement, % at 20 µM; hits with a dose series show IC50 in µM | 0.007% of 200,000 active; in the data active means displacement above about 50%; further: a part of the inactive calls stands beside numbers as strong as those of hits
# Large T inhibition = SV40 large T antigen inhibitors, biochemical (AID 1903) | one-dose inhibition, % at 20 µM; IC50 in µM for titrated hits | SV40 large T antigen ATPase/helicase inhibition assay; higher % means a stronger effect | 0.39% of 310,000 active; in the data active means a potency from the dose series; inconclusive means inhibition mostly from about 32% at the one dose, without a potency; inactive means the rest, 99 in 100 with inhibition below about 32%; further: strong numbers were not always called active
# NS5 inhibitors = Dengue-2 NS5 methyltransferase inhibitors, primary screen, biochemical, confirmation dose response (AID 588689); Genome polyprotein (Dengue virus type 2 (strain 16681-PDK53)); Dengue-2 NS5 methyltransferase capping enzyme assay, biochemical; higher % means a stronger effect; inhibition, % at 25 µM; hits with a dose series show IC50 in µM; 0.3% of 340,000 active; in the data active means a potency from the dose series; inconclusive means inhibition above about 29% without an active follow-up result
# LYP phosphatase = inhibitors of LYP phosphatase, biochemical, fluorescence intensity, uHTS (AID 1779); Tyrosine-protein phosphatase non-receptor type 22 (Homo sapiens); recombinant LYP phosphatase, fluorescence intensity; higher % means a stronger effect; 0.054% of 290,000 active; inhibition, % at 11.5 µM; hits with a dose series show IC50 in µM; in the data active means inhibition above about 50%;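 further: plate controls were vehicle with enzyme for no effect and no enzyme for full effect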
# NS5 inhibitors pilot replicate = recorded beside NS5 inhibitors, whose call it bears; inhibition, %; measured here: pilot screen replicate inhibition
# An asterisk follows results filed as active; ? = inconclusive; / = no result given. An unsorted share of the library; overall some 1.7% were active at least once.
SMILES,HIV peptide binding,Rac1 GTP hydrolysis,Siah-1 displacement,RSV antiviral HEp-2,AID2073,XIAP antagonists,Large T inhibition,NS5 inhibitors,LYP phosphatase,others
Cc1ccc(-c2noc(CCC(=O)NCCc3ccccc3Cl)n2)cc1,-0.7%,5.4%,-3.4%,15.4%,-2.5%,-3.5%,-2.4%,-11.1%,0.7%,
NC(=O)CN1CCOCCOCCOCCOCCOCC1,-0.7%,5.1%,-3.4%,0.5%,2.3%,-2.9%,9.9%,0.0%,-1.6%,
Cc1cccc(NC(=O)c2ccc3ccccc3n2)n1,2.6%,7.0%,0.8%,6.9%,-2.1%,-2.2%,24.5%,/,1.4%,
Cc1ccc(NC(=O)c2ccc(OC(=O)c3ccco3)cc2)cc1,2.2%,5.5%,1.9%,2.5%,7.9%,-2.8%,1.6%,-0.7%,-3.4%,
Cc1ccc(NC(=O)CSCC(=O)Nc2ccc(N3CCOCC3)c(Cl)c2)cc1,-0.9%,3.4%,-1.3%,6.0%,-5.7%,-4.2%,5.3%,-0.7%,-6.7%,
COc1cc(NC(=O)CN(c2ccc(C)cc2)S(=O)(=O)c2c(C)nn(C)c2C)cc(OC)c1,-1.2%,-4.0%,7.3%,-0.1%,9.4%,-5.7%,8.1%,-3.0%,-1.9%,
Cc1nc(SCCC(=O)O)c2ccccc2n1,2.3%,-1.6%,6.7%,1.4%,?,0.4%,14.0%,-6.9%,5.3%,
COc1ccc(/C=C2\CCn3c2nc2cc(C(=O)O)ccc2c3=O)cc1O,9.7%,13.2%,-5.6%,0.1%,5.2%,-7.2%,11.5%,1.3%,-7.3%,
CCOC(=O)/C=C/c1ccc(C(F)(F)F)cc1S(=O)(=O)NC(C)(C)C,/,9.3%,/,5.4%,/,/,21.1%,-9.6%,/,
O=C(CCn1nc(-c2ccccc2)ccc1=O)N1CCCC1,0.7%,5.5%,-2.1%,1.9%,-0.2%,-4.2%,6.7%,-4.5%,-6.5%,

# Next part (four carried over from the part before).
SMILES,HIV peptide binding,Rac1 GTP hydrolysis,Siah-1 displacement,RSV antiviral HEp-2,AID2073,XIAP antagonists,Large T inhibition,NS5 inhibitors,LYP phosphatase,others
Cc1nc(SCCC(=O)O)c2ccccc2n1,2.3%,-1.6%,6.7%,1.4%,?,0.4%,14.0%,-6.9%,5.3%,
COc1ccc(/C=C2\CCn3c2nc2cc(C(=O)O)ccc2c3=O)cc1O,9.7%,13.2%,-5.6%,0.1%,5.2%,-7.2%,11.5%,1.3%,-7.3%,
CCOC(=O)/C=C/c1ccc(C(F)(F)F)cc1S(=O)(=O)NC(C)(C)C,/,9.3%,/,5.4%,/,/,21.1%,-9.6%,/,
O=C(CCn1nc(-c2ccccc2)ccc1=O)N1CCCC1,0.7%,5.5%,-2.1%,1.9%,-0.2%,-4.2%,6.7%,-4.5%,-6.5%,
COc1ccc(C(=O)Oc2ccc(/C=N/Nc3ccc(Cl)c(C(=O)O)c3)cc2OC)cc1,19.3µM*,0.7%,-5.3%,10.9%,4.1%,/,19.6%,19.8%,1.9%,
O=C(N/N=C/c1sc(N2CCOCC2)nc1-c1ccccc1)c1ccccc1O,10.9%,9.7%,-7.2%,?,10.7%,-8.1%,9.9%,0.7%,-2.4%,
CCOC(=O)C(CCCOc1ccc(C)cc1)C(=O)OCC,-1.3%,11.6%,3.7%,-1.0%,0.1%,-2.6%,-4.4%,-1.4%,-8.9%,
O=c1[nH]c(C2CCN(S(=O)(=O)c3ccc([N+](=O)[O-])cc3)CC2)nc2c1nnn2Cc1ccccc1,-0.1%,2.4%,-3.2%,?,-4.9%,/,1.9%,-6.2%,1.9%,
O=C(COC(=O)c1ccc2ccccc2n1)NCc1ccccc1,3.7%,5.2%,-2.0%,-2.7%,12.2%,-14.2%,6.9%,-9.3%,0.6%,
Cc1c(Cl)cccc1N/C(SCC(=O)N1CCCCCC1)=C(/C#N)c1nc2ccccc2s1,7.1%,6.0%,3.2%,-1.7%,0.6%,-1.3%,5.1%,0.7%,2.0%,
O=[N+]([O-])c1ccc(-c2ccc(/C=N/c3c(-c4ccco4)nc4ccccn34)o2)c(Cl)c1,2.1%,/,26.8%,/,55.8%,-1.0%,12.1%,/,1.8%,
CCn1c(SCC(=O)NC(=O)Nc2ccc3c(c2)OCCO3)nnc1-c1cccs1,8.8%,2.1%,2.0%,3.5%,8.5%,-3.2%,12.9%,-5.6%,-5.2%,
Cc1ccc(CNC(=O)CN2C(=O)COc3ccc(C)cc32)cc1,1.8%,4.7%,-2.6%,2.7%,13.0%,-15.9%,21.1%,-8.8%,-2.9%,NS5 inhibitors pilot replicate=0.3
CCOC(=O)c1c(NC(=O)CSc2nnnn2-c2ccc(OC)cc2)sc(C)c1C,1.5%,2.0%,0.2%,1.3%,?,-6.6%,-4.0%,-4.0%,9.2%,
O=C(NCC1CCCO1)C1CCN(S(=O)(=O)N2CCCC2)CC1 (configuration not stated),-1.7%,2.3%,-3.8%,-0.3%,4.0%,-20.0%,4.4%,-2.7%,-0.6%,
CCc1c(C)sc2nc3c(C(=O)N4CCOCC4)cc(C(=O)c4ccccc4O)cn3c(=O)c12,-2.4%,6.2%,-3.4%,5.5%,14.6%,-6.0%,7.6%,-10.6%,8.8%,
CC(=O)N1CCc2cc(S(=O)(=O)NCCC(=O)N3CCN(Cc4ccccc4)CC3)ccc21,20.9%,7.5%,2.2%,-0.7%,6.7%,-0.5%,11.2%,-2.0%,-8.5%,
CCN1CN(CCc2ccccc2)CNC1=S,0.5%,10.8%,-0.1%,1.1%,-1.6%,-2.2%,9.4%,-1.9%,-9.5%,
CCCC1=Nc2cc(C(=O)N3CCC(C(N)=O)CC3)ccc2Sc2ccccc21,-0.2%,2.6%,2.9%,1.4%,-0.4%,/,2.8%,11.8%,-11.5%,
COc1ccccc1-c1nc(NC(C)=O)n[nH]1,8.4%,/,-2.3%,1.8%,7.3%,-5.1%,-3.9%,/,-2.7%,
CC(C)[C@H](NC(=O)N1CCn2c1nc1ccccc12)C(=O)NCc1ccc2c(c1)OCO2,-0.4%,9.2%,5.3%,14.1%,-1.9%,/,9.7%,-6.2%,-11.3%,
CCOc1nc(-c2ccccc2)ccc1-c1noc(-c2cccnc2)n1,/,1.3%,/,-0.9%,/,/,19.2%,-6.8%,/,
COc1ccc(NC(=S)Nn2cnnc2)cc1OC,0.9%,?,3.4%,3.0%,24.0%,-2.5%,11.6%,-9.3%,-7.3%,
CC(C)C[C@H]1CN=C(Nc2ccccc2)N1CC1CCCCC1,-0.6%,-0.6%,-1.0%,-2.6%,12.0%,/,8.2%,4.0%,-20.6%,
COc1ccc(CCNC(=O)c2c(-c3ccccc3)noc2C)cc1OC,-1.9%,-0.9%,-0.1%,-0.5%,-5.0%,-13.5%,6.1%,-0.7%,-4.4%,
Cc1ccc(C2=NCCn3nc4cc([N+](=O)[O-])ccc4c32)cc1,/,-14.2%,/,1.2%,/,/,9.0%,-4.9%,/,
COc1ccc(OCCNC2CCCC2)cc1,1.1%,14.6%,-0.7%,0.6%,1.3%,-9.5%,10.6%,-3.6%,0.7%,
COCCCNC(=O)CCc1c(C)nc2c(c(C)nn2-c2ccc(C)cc2)c1C,-0.1%,8.1%,-1.0%,6.4%,23.7%,/,4.6%,-6.6%,0.9%,
CC(=O)c1cccc(CN2CCN(CCC(C)C)C(CCO)C2)c1 (configuration not stated),2.5%,10.1%,-3.6%,-2.5%,0.7%,/,10.5%,-3.2%,-5.9%,
O=[N+]([O-])c1ccc2nc(NS(=O)(=O)c3ccccc3[N+](=O)[O-])sc2c1,31.0%,6.5%,-4.6%,1.1%,6.7%,/,10.7%,-31.7%,-7.1%,
COc1ccc2c(c1)C(=O)[C@H](O)[C@@H](c1ccc(OC)c(Br)c1)O2,-1.3%,/,0.3%,1.4%,30.5%,-3.8%,13.9%,/,-2.2%,
COCCn1c(SCC#N)nnc1-c1ccc([N+](=O)[O-])cc1,0.4%,-10.7%,-3.4%,1.4%,13.6%,-6.7%,8.3%,8.7%,-2.9%,
Nc1c(C(=O)c2ccccc2)sc2snc(SCC(=O)c3ccccc3)c12,25.8%,17.1%,1.4%,?,17.3%,-2.8%,33.3%,-35.9%,5.1%,
Fc1ccccc1CSc1ccc(-c2ccco2)nn1,6.8%,11.9%,20.1%,3.2%,32.4%,-3.0%,24.9%,6.0%,-2.8%,
Cc1onc(-c2ccccc2)c1C(=O)N1CCN(S(=O)(=O)c2ccc(OC(F)(F)F)cc2)CC1,-1.2%,2.3%,-0.4%,1.1%,0.4%,/,8.9%,-3.2%,-3.2%,
COc1cc([N+](=O)[O-])cc(/C=N/NC(=O)c2ccc(NC(=O)c3ccc(C)cc3)cc2)c1O,7.6%,7.9%,-0.7%,/,?,-6.7%,15.3%,-27.3%,-7.1%,
CCOc1ccccc1-c1cc(C(=O)N/N=C/c2cccnc2)c2ccccc2n1,/,7.6%,/,1.6%,/,/,11.8%,2.3%,/,
COc1ccc2c(c1OC)CN(C)CCc1cc3c(cc1C(O)C2)OCO3 (configuration not stated),-2.4%,-3.2%,1.1%,0.5%,-2.3%,-3.2%,2.2%,/,-1.6%,
CC1CN(Cc2ccccc2)c2nc3c(c(=O)n(CC(=O)O)c(=O)n3C)n2C1 (configuration not stated),0.2%,-0.2%,11.1%,0.5%,9.2%,/,7.8%,-9.8%,-7.6%,NS5 inhibitors pilot replicate=-3.7
Oc1ccc[n+](/C=C\c2ccccc2)c1,/,5.6%,/,2.6%,/,/,23.7%,-11.8%,/,
CC1CCC(NC(=O)c2ccc(N3CCCC3=O)cc2)CC1 (configuration not stated),3.4%,5.5%,2.1%,1.0%,1.7%,-4.0%,0.8%,-2.0%,-2.1%,
COCC(C)n1c(SCc2ccc(C(=O)OC)o2)nc2ccccc2c1=O (configuration not stated),-1.4%,-1.9%,0.4%,3.6%,-3.0%,-4.1%,-5.5%,4.1%,5.9%,
C=CCSc1nnc(NC(=O)COc2ccccc2)s1,0.7%,-4.5%,0.4%,0.0%,9.5%,-6.0%,-2.8%,-5.5%,-3.5%,
O=C(NC1CCCc2ccccc21)c1ccccc1Br (configuration not stated),1.1%,-2.4%,1.2%,-1.1%,10.4%,-3.0%,7.3%,1.4%,-1.0%,
Nc1nnc(-c2ccc(Cl)c(Cl)c2)s1,1.4%,3.6%,9.9%,7.4%,4.0%,-6.6%,1.9%,2.3%,4.8%,
Cc1nnc2n1CCCCC2,2.0%,1.1%,-0.5%,-1.6%,9.4%,/,-1.1%,1.5%,-2.8%,
O=C(COC(=O)C1(c2ccc(F)cc2)CCCC1)NC1CC1,-1.5%,2.6%,-2.4%,-0.4%,-0.6%,-1.1%,13.9%,-5.6%,-9.0%,
